Screening data deposited in PubChem BioAssay by National Center for Advancing Translational Sciences (NCATS).
APE1 inh: blocks human APE1 abasic DNA cleavage; P27695; recombinant APE1, TAMRA/BHQ-2 abasic DNA cleavage fluorescence; Potency, µM (titrated, usually from 65.8 µM), without a hit: at the highest dose activity change, negative = inhibition, hits mostly inhibitors; actives 0.35% (n = 350,000); AID 2517;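 note: plate controls were vehicle for no effect and reference inhibitor for full effect; nearly all actives have a fitted effect of over 55% in size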
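Step 1: APE1 (0.75 nM) with compound, 15 min RT. Step 2: add 50 nM fluorophore/quencher THF duplex. Step 3: three fluorescence reads 60 s apart (525/598 nm); read 3 minus read 1 = reaction progress.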
G9a block: G9a (human) methyltransferase inhibition. G9a H3K9 monomethylation, AlphaScreen, 2 h. AID 504332. Potency, µM (titrated, usually from 102 µM), for the others: top-dose activity, negative = inhibition, hits mostly inhibitors. actives 8.8% (n = 350,000); note: % is set by controls: 0 for no effect and ±100 for the full control effect; nearly all actives have a fitted effect of over 75% in size
Target sequence (Q96KQ7 913-1193 limits assumed): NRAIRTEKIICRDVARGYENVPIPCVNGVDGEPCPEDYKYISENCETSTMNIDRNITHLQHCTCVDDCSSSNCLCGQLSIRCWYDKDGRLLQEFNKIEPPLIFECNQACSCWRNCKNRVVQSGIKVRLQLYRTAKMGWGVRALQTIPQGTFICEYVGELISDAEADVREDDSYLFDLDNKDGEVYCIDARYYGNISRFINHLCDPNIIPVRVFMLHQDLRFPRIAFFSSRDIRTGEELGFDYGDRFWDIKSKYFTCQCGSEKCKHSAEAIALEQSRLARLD
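G9a (20 nM) preincubated 15 min RT with compounds, then 500 nM biotinylated H3K9 peptide and 20 uM SAM added; 2 h RT reaction. Monomethyl-H3K9 product detected by AlphaScreen with anti-H3K9me1 antibody, streptavidin donor and anti-rabbit IgG acceptor beads.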
JMJD2A Tudor inh: JMJD2A Tudor domain (human) inhibition; O75164; AlphaScreen JMJD2A-Tudor / H3K4me3 peptide binding; Potency, µM (titrated, usually from 114 µM), for inactives: top-dose activity change, negative = inhibition, actives largely listed as inhibitors; actives 4.4% (n = 390,000); note: % is set by controls: 0 for no effect and ±100 for the full control effect; nearly all actives have a fitted effect of over 50% in size
Pol beta inh: inhibitors of human DNA polymerase beta. Pol beta primer extension/strand displacement, fluorescence kinetic. Potency, µM (series often up to 114 µM), for inactives: top-dose activity change, negative = inhibition, hits mostly inhibitors. actives 1.3% (n = 340,000). AID 485314; note: % is set by controls: 0 for no effect and ±100 for the full control effect
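Curves were derived by four-parameter Hill fits of normalized qHTS data. The kinetic fluorescent primer-extension read was taken at 0 and 10 min after 50 nM substrate, following a 15 min room-temperature preincubation of 10 nM enzyme with compounds.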
BLM helicase inh: Bloom syndrome helicase (human) inhibition; recombinant BLM DNA unwinding, fluorescence dequenching; Potency, µM (titrated, usually from 56.1 µM), for the others: at the highest dose activity change, negative = inhibition, usual class: inhibitors; P54132; actives 0.2% (n = 350,000);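 note: plate controls were vehicle for no effect and no enzyme for full effect; nearly all actives have a fitted effect of over 35% in size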
BAZ2B block: BAZ2B (human) inhibition. Q9UIF8. AlphaScreen BAZ2B-H3K14Ac peptide displacement. Potency, µM (series often up to 114 µM), for the others: top-dose activity change, negative = inhibition, usual class: inhibitors. actives 4.4% (n = 360,000); note: % is set by controls: 0 for no effect and ±100 for the full control effect; nearly all actives have a fitted effect of over 60% in size
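Multi-concentration screen (max 110 uM) measuring displacement of acetylated histone H3 peptide from BAZ2B by AlphaScreen, using 50 nM protein, 50 nM peptide and 10 ug/mL streptavidin donor plus Ni-chelate acceptor beads.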
Pol kappa inh: inhibitors of human DNA polymerase kappa. purified Pol kappa, fluorescent DNA synthesis assay, 10 min. Potency, µM (doses to about 107 µM), inactives show at the highest dose activity, negative = inhibition, hits mostly inhibitors. Q9UBT6. actives 0.53% (n = 400,000); note: % is set by controls: 0 for no effect and ±100 for the full control effect
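Here, compound and 10 nM enzyme are combined for 15 min at room temperature; adding 50 nM substrate (final) starts DNA synthesis, tracked by fluorescence at 0 and 10 min against buffer-only wells.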
Pol iota inh: blocks human DNA polymerase iota activity; Q9UNA4; Pol iota fluorescent replication assay, 10 min; Potency, µM (series often up to 115 µM), inactives show at the top dose activity, negative = inhibition, hits mostly inhibitors; actives 1% (n = 390,000); AID 588590
Target sequence (Q9UNA4 whole entry, looked up): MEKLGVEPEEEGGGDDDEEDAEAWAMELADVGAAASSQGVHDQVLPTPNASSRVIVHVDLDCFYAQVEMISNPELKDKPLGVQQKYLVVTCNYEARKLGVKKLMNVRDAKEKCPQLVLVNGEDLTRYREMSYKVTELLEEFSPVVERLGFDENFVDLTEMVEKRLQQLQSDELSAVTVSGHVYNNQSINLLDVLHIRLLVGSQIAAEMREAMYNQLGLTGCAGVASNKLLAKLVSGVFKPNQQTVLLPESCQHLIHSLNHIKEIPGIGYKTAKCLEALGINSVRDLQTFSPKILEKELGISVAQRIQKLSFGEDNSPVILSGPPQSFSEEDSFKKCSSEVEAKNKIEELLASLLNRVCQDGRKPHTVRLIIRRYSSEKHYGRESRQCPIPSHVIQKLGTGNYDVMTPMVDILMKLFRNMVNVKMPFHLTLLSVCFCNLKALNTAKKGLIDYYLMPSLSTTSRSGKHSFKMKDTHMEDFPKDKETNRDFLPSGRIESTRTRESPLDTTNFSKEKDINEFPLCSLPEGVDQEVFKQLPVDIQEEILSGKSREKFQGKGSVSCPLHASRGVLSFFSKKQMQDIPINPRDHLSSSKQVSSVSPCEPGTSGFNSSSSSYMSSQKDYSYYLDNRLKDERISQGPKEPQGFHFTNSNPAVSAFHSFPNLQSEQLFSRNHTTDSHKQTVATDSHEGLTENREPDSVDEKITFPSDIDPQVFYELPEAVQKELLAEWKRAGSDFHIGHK
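Pol iota at 10 nM preincubated 15 min with compounds at room temperature; reaction started with fluorescent substrate, 50 nM final. Fluorescence read kinetically at 0 and 10 min; buffer-only wells as negative control.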
POLH inh: blocks human DNA polymerase eta activity; recombinant Pol eta, fluorescent DNA replication assay; Potency, µM (top dose mostly 114 µM), inactives show top-dose activity change, negative = inhibition, hits mostly inhibitors; actives 1.2% (n = 390,000); note: % is set by controls: 0 for no effect and ±100 for the full control effect
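Pol eta at 10 nM preincubated with compounds 15 min at room temperature; reaction started with fluorescent substrate (50 nM final) and read kinetically at 0 and 10 min.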
* hit, by the source's call; ? = inconclusive; nt = no result given; [ ] = remark or other dose. Calls come from the whole dose curve; as a rule, active = well fitted curve in the direction sought with a large enough effect; inconclusive = small, poorly fitted or top-dose-only effect, or another doubt; inactive = no such curve, though single readings can be large; an effect the other way counts as inactive or inconclusive. Potency is the fitted concentration of half-maximal effect. Not all compounds are listed. The share of hits here may be higher or lower than overall.

Assay codes: A = APE1 inh; B = G9a block; C = JMJD2A Tudor inh; D = Pol beta inh; E = BLM helicase inh; F = BAZ2B block; G = Pol kappa inh; H = Pol iota inh; I = POLH inh
Cc1ccc(S(=O)(=O)Nc2ccccc2F)cc1C(=O)N1CCCC1
  A = 11%	B = -10%[59 µM]	C = -3%	D = nt	E = nt	F = -5%	G = 2%	H = 16%	I = -6%
O=S(=O)(c1ccccc1)N1CCC2(CCN(c3cccc(-c4ccccc4)c3)CC2)CC1
  A = 2%	B = -3%[12.7 µM]	C = nt	D = nt	E = -4%	F = nt	G = -18%[60.1 µM]	H = nt	I = nt
O=C(CN1C(=O)c2ccccc2C1=O)Nc1ccccc1C(=O)N1CCCC1
  A = 0%	B = ?	C = -6%	D = -7%	E = 1%	F = 4%	G = -10%	H = 10%	I = -9%
Cc1cc(C)nc(N(C#N)Cc2ccc(Cl)cc2)n1
  A = 1%	B = 44%	C = -24%	D = 4%	E = -4%	F = 26%	G = 2%	H = 160%[activator]	I = -16%
CCCC1CCC(c2ccc(OCC)cc2)=CC1=O (stereo not given)
  A = 16%	B = 73%[activator][59 µM]	C = 101%[activator]	D = 34%	E = -7%	F = 55%[activator]	G = -6%	H = -22%	I = -15%
CCc1nc2scc(-c3cccs3)c2c(=O)o1
  A = -1%	B = ?	C = ?	D = 32µM*	E = -6%	F = ?	G = -13%	H = ?	I = ?
O=C(C1CCCN(S(=O)(=O)c2cccc3nonc23)C1)N1CCN(c2cccc(C(F)(F)F)c2)CC1 (stereo not given)
  A = nt	B = ?	C = -24%	D = 9%	E = -6%	F = ?	G = -19%	H = -12%	I = -12%
CC1(C)CC(=O)c2ccc(OCc3ccc([N+](=O)[O-])cc3)cc2O1
  A = -5%	B = nt	C = -32%	D = 2%	E = -6%	F = ?	G = -8%	H = -3%[58.9 µM]	I = -21%
Cc1nn(-c2ccccc2)c(C)c1C(=O)OCC(=O)Nc1ccccc1C(F)(F)F
  A = -6%	B = -3%[59 µM]	C = -6%	D = nt	E = nt	F = -2%	G = -7%	H = -2%	I = ?
CN(CC(=O)Nc1ccccc1C(=O)NC1CC1)Cc1ccccc1F
  A = 12%	B = -4%	C = 2%	D = nt	E = nt	F = 9%	G = 3%	H = 16%	I = -20%
O=[N+]([O-])c1cc2no[n+]([O-])c2cc1N1CCCCC1
  A = nt	B = nt	C = 45µM*	D = nt	E = nt	F = nt	G = ?	H = ?	I = 16µM*
Cc1ccc(-n2cnc3cc(C(=O)NCc4ccccc4Cl)ccc32)c(C)c1
  A = nt	B = -37%[59 µM]	C = -29%	D = 5%	E = -12%	F = ?	G = -10%[60.1 µM]	H = -26%	I = -12%
Cc1ccc(C(=O)NCC(=O)NC2CC2)cc1
  A = -3%	B = nt	C = -3%	D = nt	E = nt	F = nt	G = -5%	H = -11%	I = 0%
Cc1nnc(NC(=O)CS(=O)(=O)Cc2ccccc2)s1
  A = 17%	B = ?	C = -6%	D = 22%	E = -2%	F = -5%	G = -22%	H = ?	I = 4%
CC(=O)C1=C(O)C(=O)N(CCCCCC(=O)O)C1c1ccc(N(C)C)cc1 (stereo not given)
  A = 1%	B = ?	C = 32µM*	D = -1%	E = 0%	F = 79µM*	G = -21%	H = -18%	I = -12%
CN(CC(=O)Nc1cccc(F)c1)C(=O)/C=C/c1ccc(S(=O)(=O)N2CCCCCC2)cc1
  A = nt	B = nt	C = -17%	D = nt	E = nt	F = nt	G = -14%	H = -8%	I = -20%
O=C(NCC(=O)N1CCN(c2ccccc2O)CC1)c1ccc2c(c1)OCO2
  A = 17%	B = -4%	C = -16%	D = ?	E = -13%	F = 1%	G = -12%	H = 50µM*	I = ?
O=C(NC(O)C(=O)c1ccccc1)c1ccccn1 (stereo not given)
  A = 71%[activator]	B = 16%[12.7 µM]	C = 4%	D = 0%	E = -9%	F = 30%[activator]	G = 0%	H = -7%	I = -18%
Cc1ccc2c(c1)C1CN(C)CCC1N2S(=O)(=O)c1cc(C(F)(F)F)ccc1Cl (stereo not given)
  A = -6%	B = -5%[2.33 µM]	C = ?	D = nt	E = nt	F = -24%	G = -20%	H = 4%	I = -17%
CN(CC(=O)Nc1cccc(F)c1)C(=O)CSc1nc2ccccc2s1
  A = -5%	B = ?	C = -12%	D = nt	E = nt	F = 13%	G = -9%	H = 10%	I = -17%
O=C(CN1CCN(S(=O)(=O)c2ccc(Cl)cc2)CC1)Nc1ccc2c(c1)OCCO2
  A = 0%	B = 50µM*	C = -18%[11.4 µM]	D = 3%	E = -5%	F = -7%	G = -11%	H = 17%	I = -28%
Cc1ccc(NC(=O)c2cnccn2)c(Br)c1
  A = 1%	B = -9%[0.501 µM]	C = -1%	D = 36%	E = 4%	F = -1%	G = 0%	H = 127%[activator]	I = 11%
CCC(=O)Nc1cccc(-c2ccc(N3CCC(C)CC3)nn2)c1
  A = -20%	B = 12%	C = -24%	D = 2%	E = -1%	F = -2%	G = -5%	H = -24%	I = -8%
Cc1nn(C)cc1CNCc1c(C(=O)N2CCCCC2)nc2c(C)cccn12
  A = -5%	B = -12%	C = -4%	D = 4%	E = -2%	F = -6%	G = 6%	H = 35%[activator]	I = -11%
COc1ccc(OCC(=O)Nc2c(Cl)ccc3nsnc23)cc1
  A = 7%	B = ?	C = -1%	D = -2%	E = ?	F = -16%	G = -2%	H = 14%	I = -10%
O=C(c1cccs1)n1nc(-c2ccccc2)nc1NCc1ccco1
  A = 4%	B = -2%[59 µM]	C = ?	D = -2%	E = -4%	F = 3%	G = 0%	H = 21%	I = -15%
COc1ccc(Cn2c(NCC(C)C)nc3c2c(=O)n(C)c(=O)n3C)cc1
  A = nt	B = -4%[59 µM]	C = -28%	D = -2%	E = -3%	F = -10%	G = -18%	H = 33%[activator]	I = -15%
CC(=O)c1cccc(OCC(=O)N2CCCc3ccccc32)c1
  A = 44%[activator]	B = 10%	C = -5%	D = -28%	E = 0%	F = 0%	G = 3%	H = 13%	I = -10%
CCc1nnc(NC(=O)C(=O)NCCOC(=O)c2ccccc2Cl)s1
  A = -5%	B = ?	C = ?	D = 69%	E = 4%	F = 34%[activator]	G = -8%[60.1 µM]	H = 12%	I = -9%
CCCCN(C)CCN1C(=O)C2C(C(=O)Nc3ccc(C)cc3)C3C=CC2(O3)C1C(=O)NC1CCCCC1 (stereo not given)
  A = -22%	B = 13%	C = -16%	D = 41%	E = 3%	F = 8%	G = -12%	H = -10%	I = 3%

New compounds follow
Below each compound: APE1 inh	G9a block	JMJD2A Tudor inh	Pol beta inh	BLM helicase inh	BAZ2B block	Pol kappa inh	Pol iota inh	POLH inh
Cc1ccc(-c2nnc(SCC(=O)Nc3ccccc3F)o2)cc1
    -4%	9%	-5%	-3%	2%	9%	-24%	-1%	-13%
Cc1cc(OCC(=O)NCc2ccncc2)c2c(C)c(C)c(=O)oc2c1
    7%	19%	2%	-1%	6%	-4%	-4%	-12%	1%
CN(c1ccccc1)S(=O)(=O)c1ccc(Cl)nc1
    12%	0%	4%	-30%	-1%	nt	-15%	85%[activator]	-12%
C/C(=N\NC(=O)c1nnn(-c2nonc2N)c1-c1ccccc1)c1cccnc1
    -4%	16%	-3%	-10%	0%	-3%	1%	25%	-19%
Cc1c(NC(=O)Cc2noc3ccccc23)cccc1[N+](=O)[O-]
    9%	16%	-10%	3%	-2%	11%	-21%	13%	-7%
O=c1[nH]nc(Cc2ccc(-c3ccc(Cl)cc3)o2)c2ccccc12
    -2%	?	-17%	-3%	-7%	4%	-8%	11%	-4%
OC(CNCc1ccccc1Cl)COc1ccc(F)cc1 (stereo not given)
    6%	21%	-15%	22%	-1%	-1%	0%	17%	-10%
CC(C)c1[nH]nc2c1C(C1C=CCCC1)C(C#N)=C(N)O2 (stereo not given)
    -1%	1%	-24%	-21%	-3%	-17%	-18%	13%	-24%
CCOC(=O)N1CCN(c2c(N3CCN(c4cccc(C)c4C)CC3)c(=O)c2=O)CC1
    0%	7%	-4%	36%	3%	9%	15%	8%	0%
CCN(CC)c1ccc(/C=N/Nc2ccccc2)c(O)c1
    2%	?	28µM*	41%	-5%	45µM*	-43%	?	-10%

Part of the list above, in CSV form:
canonical_smiles,APE1 inh,G9a block,JMJD2A Tudor inh,Pol beta inh,BLM helicase inh,BAZ2B block,Pol kappa inh,Pol iota inh,POLH inh
Cc1cc(OCC(=O)NCc2ccncc2)c2c(C)c(C)c(=O)oc2c1,7%,19%,2%,-1%,6%,-4%,-4%,-12%,1%
CN(c1ccccc1)S(=O)(=O)c1ccc(Cl)nc1,12%,0%,4%,-30%,-1%,nt,-15%,85%[activator],-12%
C/C(=N\NC(=O)c1nnn(-c2nonc2N)c1-c1ccccc1)c1cccnc1,-4%,16%,-3%,-10%,0%,-3%,1%,25%,-19%
Cc1c(NC(=O)Cc2noc3ccccc23)cccc1[N+](=O)[O-],9%,16%,-10%,3%,-2%,11%,-21%,13%,-7%
O=c1[nH]nc(Cc2ccc(-c3ccc(Cl)cc3)o2)c2ccccc12,-2%,?,-17%,-3%,-7%,4%,-8%,11%,-4%
OC(CNCc1ccccc1Cl)COc1ccc(F)cc1 (stereo not given),6%,21%,-15%,22%,-1%,-1%,0%,17%,-10%
CC(C)c1[nH]nc2c1C(C1C=CCCC1)C(C#N)=C(N)O2 (stereo not given),-1%,1%,-24%,-21%,-3%,-17%,-18%,13%,-24%
CCOC(=O)N1CCN(c2c(N3CCN(c4cccc(C)c4C)CC3)c(=O)c2=O)CC1,0%,7%,-4%,36%,3%,9%,15%,8%,0%

Other records
Below each compound: APE1 inh	G9a block	JMJD2A Tudor inh	Pol beta inh	BLM helicase inh	BAZ2B block	Pol kappa inh	Pol iota inh	POLH inh
CCN(CC)C(=O)C(=O)N/N=C/c1ccc(Br)cc1
    7%	13%[59 µM]	-8%	0%	0%	11%	-8%	7%	2%
COCCn1cc(C(=O)NCCN(C)C)c2c3ccccc3n(C)c2c1=O
    -11%	7%	-9%	8%	-8%	0%	-12%	?	-7%
CCOc1ccc(S(=O)(=O)N(C)c2ccc(OCC(=O)NCC3CCCCC3)cc2)cc1
    3%	nt	-6%	nt	nt	nt	-10%	40%[activator]	-5%
Cn1c(=O)c2cc(S(=O)(=O)N3CCC(c4ccccc4)CC3)ccc2n(C)c1=O
    12%	-19%[12.7 µM]	-18%	-10%	3%	-4%	-6%	-20%	-7%
